sEH activator – activators of human soluble epoxide hydrolase; P34913; purified human sEH enzymatic activity, activator screen; activation, % at 2 µM; 91,000 compounds, 0.04% hits; AID 717; in the data active = activation above about 37%; also: values of inactives mirror those of a sister screen read the other way
CD11b adhes inh – CD11b/CD18-fibrinogen binding inhibition. P05107+P11215. K562 CD11b/CD18 adhesion to fibrinogen, ATPlite luminescence; Mn2+ added to activate the integrin. inhibition, % at 10 µM. 93,000 compounds, 0.54% hits;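 active = primary inhibition of 50% or more at 10 µM, then 40% or more on retest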; also: some results filed as inactive read as strong as hits
ERb coact inh – blocks coactivator binding to human estrogen receptor beta; AID 633; 86,000 compounds, 1.3% hits; TR-FRET ER-beta LBD / SRC1-Cy5 peptide binding; receptor agonist-loaded with 1 µM estradiol; inhibition, % at 25.6 µM; Q92731;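 active = compounds whose percent inhibition of the receptor-coactivator binding signal exceeds about 50% in the single-dose screen, limit read from the data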;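 also: 0% = receptor plus peptide wells without compound and 100% = peptide-only wells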
Target sequence (Q92731 whole entry, looked up, the tested form may be a part): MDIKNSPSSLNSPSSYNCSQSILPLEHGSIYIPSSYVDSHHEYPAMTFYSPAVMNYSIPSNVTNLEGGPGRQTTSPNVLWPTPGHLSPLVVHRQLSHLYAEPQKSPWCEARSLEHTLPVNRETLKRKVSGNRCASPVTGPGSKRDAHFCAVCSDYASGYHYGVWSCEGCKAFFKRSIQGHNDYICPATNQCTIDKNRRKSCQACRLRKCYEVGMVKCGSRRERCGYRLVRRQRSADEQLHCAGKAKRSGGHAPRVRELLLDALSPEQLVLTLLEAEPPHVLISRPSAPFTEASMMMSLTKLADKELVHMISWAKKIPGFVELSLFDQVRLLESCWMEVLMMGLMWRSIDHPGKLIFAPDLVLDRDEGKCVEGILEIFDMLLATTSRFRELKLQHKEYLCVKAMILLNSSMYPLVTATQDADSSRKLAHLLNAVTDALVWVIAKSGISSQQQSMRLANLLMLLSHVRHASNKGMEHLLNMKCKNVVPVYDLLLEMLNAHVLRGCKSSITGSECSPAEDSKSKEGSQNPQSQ
sEH inh – inhibitors of human soluble epoxide hydrolase; recombinant human sEH enzymatic activity assay; inhibition, % at 2 µM; 91,000 compounds, 0.34% hits; in the data active = inhibition above about 80%; also: values of inactives mirror those of a sister screen read the other way; many of its hits are not listed in these tables
Smad3 FoxH1 inh – inhibitors of human Smad3 transcription factor binding. AID 630. TR-FRET Smad3/Dy647-FoxH1 peptide binding, europium anti-His. P84022. 88,000 compounds, 0.29% hits. inhibition, % at 25 µM;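 active = compounds that reduce the energy-transfer binding signal between the protein and its labelled peptide by more than half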;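 also: 0% = Smad3 plus labelled peptide maximal FRET and 100% = peptide-only background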
Target sequence (P84022 whole entry, looked up): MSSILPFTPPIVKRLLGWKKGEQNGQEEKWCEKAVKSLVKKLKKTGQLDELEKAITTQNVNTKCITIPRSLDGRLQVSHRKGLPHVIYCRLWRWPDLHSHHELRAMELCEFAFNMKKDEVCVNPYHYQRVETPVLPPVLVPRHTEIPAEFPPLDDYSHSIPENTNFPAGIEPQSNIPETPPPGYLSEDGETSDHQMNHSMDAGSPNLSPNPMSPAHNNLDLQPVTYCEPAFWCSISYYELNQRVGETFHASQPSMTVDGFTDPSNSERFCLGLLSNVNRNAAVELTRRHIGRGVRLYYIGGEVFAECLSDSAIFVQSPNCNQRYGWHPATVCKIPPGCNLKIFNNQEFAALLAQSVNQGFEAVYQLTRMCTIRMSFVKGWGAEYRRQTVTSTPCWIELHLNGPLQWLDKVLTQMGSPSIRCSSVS
Candida biofilm – kills Candida albicans biofilms. C. albicans biofilm + clotrimazole, Alamar Blue. inhibition, % at 6 µM. 85,000 compounds, 0.14% hits. AID 834;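 active = inhibition above 20%; inactive = inhibition below 20%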;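 also: preformed 24 hr biofilms exposed to compound for 48 hr; 0% = biofilm without compound and 100% = blank killed by clotrimazole plus chlorhexidine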
Mac1 fbg enh – CD11b/CD18-fibrinogen binding enhancement; P05107+P11215; K562 CD11b/CD18 adhesion to fibrinogen, ATPlite luminescence; activation, % at 10 µM; 93,000 compounds, 0.07% hits;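 active = 10 µM primary screen giving 50% or more activity, confirmed by 40% or more on retest at that dose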; also: strong numbers were not always called active; reference of the scale not given here
ERa coact pot – enhances coactivator binding to human estrogen receptor alpha; P03372; TR-FRET ERalpha-LBD/SRC-Cy5 coactivator binding, 2 h; 100 = basal binding, no effect; coactivator binding (% of control), % at 25.6 µM; 86,000 compounds, 1.3% hits; AID 639; in the data active = activity above about 200%;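 also: binding measured in presence of low estradiol as agonist stimulus; 0% = peptide alone without receptor and 100% = receptor with peptide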
MT1-MMP txn act – activates MT1-MMP transcription | HT1080 MT1-MMP promoter luciferase reporter, luminescence, overnight; hits give high values | activation factor at 10 µM | 86,000 compounds, 0.16% hits;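 active = activation factor of at least 2 for MT1-MMP transcription at 10 µM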
* marks the source's active call; other numbers are inactive results; . = no result given; [ ] = remark or other dose.

SMILES	sEH activator	CD11b adhes inh	ERb coact inh	sEH inh	Smad3 FoxH1 inh	Candida biofilm	Mac1 fbg enh	ERa coact pot	MT1-MMP txn act
Cc1ccc(S(=O)(=O)N(C)/C(=N/S(=O)(=O)c2ccccc2)c2ccccc2)cc1	7	-64	.	-7	.	.	0	.	.
Cc1cc(O)c(C=Nc2cccc(Cl)c2)c(=O)o1	.	3	-6	.	6	4	1	80	1
Cc1cc(SCC(=O)OCC(=O)N2CCN(C(=O)c3ccco3)CC2)c(C)cc1Br	-5	38	-1	8	6	6	13	99	1.1
CC(C)Oc1ccc(-c2cc(C(=O)NCCN3CCOCC3)c3ccccc3n2)cc1	14	14	-4	-10	-5	-1	-4	99	1.6
CCCN1C(=O)SC(CC(=O)Nc2ccc(Br)cc2)C1=O (stereo unspecified)	-63	-9	1[fluorescence artefact?]	64	-6	0	-1	93[fluorescence artefact?]	1
COc1ccc2[nH]c(C)c(CCN(Cc3cccs3)C(=S)Nc3ccccc3)c2c1	6	6	5	-3	4	2	8	106	.
CCNS(=O)(=O)c1ccc2c3c(cccc13)C(=O)N2	8	-10	.	-6	.	.	-3	.	.
CC(Sc1nc(-c2ccccc2)cc(C(F)(F)F)n1)C(=O)N1CCOCC1 (stereo unspecified)	6	.	-1	-3	-3	3	.	113	1.2
CCOc1ccc(CNC(=O)C2CC(=O)N(C3CCCC3)C2)cc1OC (stereo unspecified)	-22	.	-1[fluorescence artefact?]	22	6	4	.	132	1.6
CC(=O)Nc1ccc(N/C=C/C(=O)c2ccco2)cc1	18	8	29	-21	-6	2	-5	67[fluorescence artefact?]	1.5
CCOc1ccc(C(=S)N2CCOCC2)cc1	-9	2	32[fluorescence artefact?]	10	-15	-1	-2	103	0.9
COc1ccc(-c2noc(C3CCCN(C(=O)c4cccs4)C3)n2)cc1 (stereo unspecified)	10	-1	-3	-7	2	8	2	110	1
CCc1ccc(Nc2ncc3c(n2)CC(c2ccco2)CC3=O)cc1 (stereo unspecified)	-11	13	-7	12	8[fluorescence artefact?]	6	-4	120	1.3
COC(=O)c1ccc(-n2nnnc2SCC(=O)NCc2cccc(C(=O)O)c2)cc1	4	-2	1	-4	3	5	2	115	1
Cn1c(=O)c2c(nc(Oc3ccc4ccccc4c3)n2C)n(C)c1=O	-5	-1	0[fluorescence artefact?]	6	-4	2	-2	97	1.2
CCOC(=O)c1c(CN2CCN(C)CC2)n(C)c2cc(Br)c(OC)cc12	.	7	-7	.	6	7	2	114	1.1
CCN(CC)CCNC(=O)C(C)c1nn(C)c(=O)c2ccccc12 (stereo unspecified)	.	.	-12	.	1	3	.	116	1.3
CN(C)CCCOC(=O)Cc1ccc(Cl)cc1	5	14	-2	-4	11	7	2	141	1.1
O=C(CSc1nnnn1-c1ccccc1)Nc1ccc(Cl)cc1	-20	-1	.	22	.	.	1	.	1.2
O=C(O)c1cc2c(s1)-c1ccccc1OC2	.	-17	-7	.	8	8	-1	116	1.9
COc1ccc(-c2noc(CN3CCN(c4ccccc4)CC3)n2)cc1	.	-9	2	.	0	4	8	105	1.1
CC(C)c1cc(C(=O)Nc2cccc(C(F)(F)F)c2)no1	7	3	-1	-8	-10	7	-4	99	1.3
C=CCNC(=O)c1cc(-c2ccc(Br)cc2)on1	14	18	40[fluorescence artefact?]	-14	1	9	1	177	1.7
COc1ccc(OC)c(C2=Nn3c(nnc3-c3cccc(OC(C)C)c3)SC2)c1	16	0	8	-17	-1	7	1	103	1.1
O=C(Cc1cc(=O)[nH]c(=O)[nH]1)NCCN1CCOCC1	-2	.	15[fluorescence artefact?]	1	-6	-1	.	127	1.1
O=c1oc(-c2cccs2)nc2c1cnn2-c1ccccc1	.	2	-2	.	-5	7	-1	117	1.1
CC(=O)Nc1cccc(N2C(=O)CC(N3CCC(C(=O)N4CCCCC4)CC3)C2=O)c1 (stereo unspecified)	8	11	0	-4	7	7	1	109	1
CC(C)c1ccc(-c2nc3c([nH]2)c(=O)n(C)c(=O)n3C)cc1	-58	-1	1	58	-9	-5	0	124	1.3
CN(C)c1cccc(C(=O)n2cc(C(=O)c3cc(F)ccc3O)cn2)c1	2	-4	9	-4	-1	5	-3	129	1.2
Cc1cc(N(CC(=O)O)S(C)(=O)=O)ccc1Br	4	-8	4	1	2[fluorescence artefact?]	4	-1	124	1.1
Cc1ccc(N(CC(O)Cn2c3ccccc3c3ccccc32)S(C)(=O)=O)c(C)c1 (stereo unspecified)	7	-13	-2	-5	2	9	0	100	1.1
CCOC(=O)C1CCN(C(=O)N2CCOCC2)CC1	-5	-4	-20	9	0	0	1	107	1.1
O=C(Cn1c(=O)n2ncnc2c2c3c(sc21)CCCC3)c1ccccc1	-3	-31	-5	0	-5	0	-2	124	1.2
Cc1ccc(CN2C(=O)C3CCCN3c3ccc(S(=O)(=O)N4CCOCC4)cc32)cc1 (stereo unspecified)	-4	-8	.	3	.	.	54	.	.
CC(C)(C)NC(=O)CCN1CCOCC1	8	-7	-3[fluorescence artefact?]	-10	9[fluorescence artefact?]	7	-1	120	.
CCOc1ccc(CCNC(=O)CCn2cccc2)cc1OCC	11	-17	.	-6	.	.	-1	.	1
Cn1c(=O)c2c(nc(CN3CCN(C(=O)c4ccco4)CC3)n2Cc2ccc(F)cc2)n(C)c1=O	8	-3	-10	-5	4	6	1	152	1.1
Cn1c(=O)c2c(nc(N3CCOCC3)n2CC(=O)C23CC4CC(CC(C4)C2)C3)n(C)c1=O	.	-10	-2	.	4	6	-4	130	1.1
CC(C)CC(NC=C1C(=O)OC(C)(C)OC1=O)C(=O)O (stereo unspecified)	-8	.	-5	9	-9	-1	.	123	1.1
CCOCCn1c(N(C)Cc2ccccc2)nc2c1c(=O)[nH]c(=O)n2C	.	40	-14	.	-1	7	-2	104[fluorescence artefact?]	1.1
O=C(O)CSc1nnc(SCc2cccc3ccccc23)s1	9	1	1	-10	-23	-2	2	106	0.8
CC(C)(C)c1ccc(C(=O)NC(Cc2ccccc2)C(=O)O)cc1 (stereo unspecified)	2	.	5	1	9	4	.	104	1.1
NC(=O)NC(c1ccccc1)c1ccccc1F (stereo unspecified)	-3	.	-13	2	7[fluorescence artefact?]	5	.	95	1
Cc1cccc(NC(=O)CSc2nccn2C)c1	2	.	-11	-1	7	6	.	110[fluorescence artefact?]	1.7
CC1CCN(C(=O)Cc2nn(C)c(=O)c3ccccc23)CC1	10	21	-2[fluorescence artefact?]	-11	3	5	4	121	1.1
CCOC(=O)c1nn(-c2c(C)n(C)n(-c3ccccc3)c2=O)cc1O	.	5	-12	.	3	5	-3	126	1.1
O=C(NCCCN1CCCCCC1)c1ccc(CS(=O)(=O)Cc2ccccc2F)o1	17	.	40[fluorescence artefact?]	-14	69*	-1	.	636*[fluorescence artefact?]	1
Cc1nn(Cc2ccc(Cl)cc2Cl)c(C)c1NC(=O)c1nn(C)cc1Cl	-1	.	5	4	6	-4	.	119	1
COCCN=C1Sc2nc3ccc(C)cc3cc2CN1Cc1ccco1	-2	4	.	2	.	.	-2	.	.
COC(=O)c1c(C(=O)OC)c(C)n(Cc2cccnc2)c1C	-9	2	1	8	2	7	-1	96	1.2
COCCCNC(=O)C1CCCN(S(=O)(=O)c2ccc(C)cc2)C1 (stereo unspecified)	0	.	12	0	-8	2	.	104	1.1
CCOC(=O)CN1C(=O)COc2ccc(Cl)cc21	1	-9	-9	-2	3	3	0	115	1.3
CNc1nnc(-c2ccncc2)s1	3	-42	2	0	-2	1	8	117	1.1
O=C(N1CCOCC1)N1CCCN(C(=O)N2CCOCC2)CC1	2	8	7	3	-5	7	-5	110	1.1
Cc1c(NC(=O)CN2CCN(C(c3ccccc3)c3ccccc3)CC2)c(=O)n(-c2ccccc2)n1C	-6	-11	-3	7	11[fluorescence artefact?]	4	-4	110	1.1
CCC(C)NC(=O)CC1Oc2ccc(C)cc2NC1=O (stereo unspecified)	.	-1	-6	.	-2	5	-5	115	1.1
Cc1ccc(S(=O)(=O)N2CCCC2C(=O)NCc2ccco2)cc1 (stereo unspecified)	8	5	-1	-4	-2	3	-3	121	.
COC(=O)CN(c1ccc(C)cc1)S(=O)(=O)c1c(C)[nH]c(=O)[nH]c1=O	-10	2	-4	8	13	6	-2	97	.
O=C(CN1CCCc2ccccc21)NCc1ccc2c(c1)OCO2	.	7	-9[fluorescence artefact?]	.	10	8	-4	125	1.3
COc1ccc(N(CC(=O)Nc2cccc(SC)c2)S(C)(=O)=O)cc1	.	-2	-3	.	-6	9	1	100	1.6

Single entries from the list.
sEH inh with `COCCCNC(=O)C1CCCN(S(=O)(=O)c2ccc(C)cc2)C1` (stereo unspecified) is entered as 0
CD11b adhes inh with `COCCN=C1Sc2nc3ccc(C)cc3cc2CN1Cc1ccco1` is entered as 4
Smad3 FoxH1 inh with `COC(=O)c1c(C(=O)OC)c(C)n(Cc2cccnc2)c1C` is entered as 2
Mac1 fbg enh with `COC(=O)CN(c1ccc(C)cc1)S(=O)(=O)c1c(C)[nH]c(=O)[nH]c1=O` is entered as -2

Looked up by compound from above:
SMILES	sEH activator	CD11b adhes inh	ERb coact inh	sEH inh	Smad3 FoxH1 inh	Candida biofilm	Mac1 fbg enh	ERa coact pot	MT1-MMP txn act
CCOc1ccc(CCNC(=O)CCn2cccc2)cc1OCC	11	-17	.	-6	.	.	-1	.	1
O=C(N1CCOCC1)N1CCCN(C(=O)N2CCOCC2)CC1	2	8	7	3	-5	7	-5	110	1.1
O=C(Cn1c(=O)n2ncnc2c2c3c(sc21)CCCC3)c1ccccc1	-3	-31	-5	0	-5	0	-2	124	1.2
Cn1c(=O)c2c(nc(N3CCOCC3)n2CC(=O)C23CC4CC(CC(C4)C2)C3)n(C)c1=O	.	-10	-2	.	4	6	-4	130	1.1
COC(=O)CN(c1ccc(C)cc1)S(=O)(=O)c1c(C)[nH]c(=O)[nH]c1=O	-10	2	-4	8	13	6	-2	97	.

(list continues)
SMILES	sEH activator	CD11b adhes inh	ERb coact inh	sEH inh	Smad3 FoxH1 inh	Candida biofilm	Mac1 fbg enh	ERa coact pot	MT1-MMP txn act
CCN(CC)CCCNC(=O)c1ccc(Cl)c(S(=O)(=O)Nc2ccccc2OC)c1	10	2	.	-9	.	.	-2	.	.
Nc1nc2n(n1)C(c1cccc(Cl)c1)CC(c1ccc(F)cc1)N2 (stereo unspecified)	-1	-5	-8	-2	2	5	2	100	.
O=C1c2ccccc2-c2onc3c(Oc4ccccc4)cc(O)c1c23	-4	10	71*[fluorescence artefact?]	4	4	3	37	16[fluorescence artefact?]	1.9
O=C(CC(NS(=O)(=O)c1ccc(Cl)cc1)c1ccco1)NCc1cccnc1 (stereo unspecified)	.	-6	-3	.	-2	18	-3	123	1.3

Structures above printed as active in Smad3 FoxH1 inh.
canonical_smiles	sEH activator	CD11b adhes inh	ERb coact inh	sEH inh	Smad3 FoxH1 inh	Mac1 fbg enh	ERa coact pot	MT1-MMP txn act
O=C(NCCCN1CCCCCC1)c1ccc(CS(=O)(=O)Cc2ccccc2F)o1	17	.	40[fluorescence artefact?]	-14	69*	.	636*[fluorescence artefact?]	1

High-throughput results from PubChem.

An excerpt (hit frequency here may not be typical).
